# Screens: PubChem, several laboratories
# NR2E3 ag-1 = inhibitors of NR2E3-RetCOR corepressor binding, primary screen, NR2E3 agonist project, biochemical, TR-FRET, GST-NR2E3, biotin-RetCOR; 1536-well; inhibition of corepressor binding, % at 4.78 µM; 0.12% of 320,000 active; AID 2300, 2010;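 active = percent inhibition above the cutoff of mean plus 3 SD of all tested compounds, set per screening campaign, cut at about 20% in these data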;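 note: 0% = DMSO wells and 100% = biotin wells as full block of FRET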
# Target sequence (Q9Y5X4 whole entry, looked up): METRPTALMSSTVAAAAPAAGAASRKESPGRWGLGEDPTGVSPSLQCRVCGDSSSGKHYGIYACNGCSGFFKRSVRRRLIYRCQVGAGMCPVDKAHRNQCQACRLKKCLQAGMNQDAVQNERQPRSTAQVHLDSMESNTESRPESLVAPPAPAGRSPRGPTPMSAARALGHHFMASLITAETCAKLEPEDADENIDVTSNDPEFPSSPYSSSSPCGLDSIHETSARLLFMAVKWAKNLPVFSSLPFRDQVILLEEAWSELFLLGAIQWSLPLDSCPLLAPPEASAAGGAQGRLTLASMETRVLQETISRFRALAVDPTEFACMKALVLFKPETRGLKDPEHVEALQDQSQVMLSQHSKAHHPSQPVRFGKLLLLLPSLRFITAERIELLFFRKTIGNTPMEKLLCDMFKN
#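 Material: NR2E3–RetCOR corepressor complex / Amount: 1.35 nM GST-NR2E3 / Medium: Tris pH 7.5 / Compound: single nominal compound dose of 4.8 µM / Incubation: 5 h at 4 °C / Technique: TR-FRET, Eu(K)-anti-GST donor, streptavidin-D2 acceptor, ex 340, em 617/671 nm / Read-out basis: percent loss of FRET ratio relative to control wells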
# Shn3 inh set2 = reduction of Shn3 3'UTR firefly luciferase signal, primary screen, Schnurri-3 inhibitor project, cell-based, Clone20 osteoblasts, set 2. Clone20 osteoblast Shn3 3'UTR firefly luciferase, 24 h. inhibition, % at 12.5 µM. 0.52% of 360,000 active. AID 588674, 2011;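 active = mean inhibition of at least 75% with every replicate also reaching 75%; inconclusive = mean inhibition at least 75% but some replicate below; inactive = mean inhibition below 75%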;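 note: 0% = median of neutral control wells and 100% = pilot-screen positive control compound; some compounds past the cut are filed as inactive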
# Peg3 prom inh = Peg3 promoter-driven luciferase inhibitors, primary screen, cell-based, HeLa, luciferase luminescence. 1.7% of 360,000 active. inhibition, % at 20 µM. HeLa PEG-Prom luciferase reporter, overnight. AID 588405, 2011;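 active = inhibition of at least 50% at 20 µM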
# KKLEB cytotox = cytotoxicity in KKLEB CF airway cells, primary screen, cytotoxicity control for CF NF-kB inhibitor project, cell-based, uHTS, fluorescence assay plates | 0.36% of 360,000 active | AID 602141, 2011 | activity change (cytotoxicity), % at 5 µM | KKLEB CF airway cells viability, ATPlite luminescence, overnight; hits give low values; cells stimulated with P. aeruginosa culture filtrate;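 active = corrected activity change at or below -50% at 5 µM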
# Vif imaging = HIV Vif self-association inhibitors, primary screen, imaging, HEK293T, single point. HEK293T cells, Vif self-association by quenched fluorescence, 24 h. inhibition, % at 7.49 µM. 0.35% of 340,000 active; in the data active = inhibition above about 50%, passing the limit was not always enough; inconclusive = no clear call, values can overlap the other calls; inactive = below about 31%; note: some results filed as inactive read as strong as hits
# CaV13 FRET inh = Primary screen for inhibitors of IQ motif and Ca2+-dependent inactivation inhibitor domain binding in CACNA1D, Förster resonance energy transfer in living cells, …. AID 743397. inhibition, % at 12.3 µM. HEK cells, CFP/YFP FRET ICDI-IQ, plate reader, 10 min; percent FRET-ratio fall versus neutral wells. 0.098% of 340,000 active;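 active = mean replicate inhibition of at least 30% and at least 1% of replicates passing that level; inconclusive = only one of the two criteria is met; inactive = neither criterion is met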;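 note: 0% = median of the neutral control wells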
# PDI inh = inhibitors of human PDI, primary screen, biochemical, turbidity, single point, plate reader. Protein disulfide-isomerase (Homo sapiens), P07237. inhibition, % at 10 µM. PDI insulin aggregation turbidity, A650, 90 min. AID 588391, 2011. 0.052% of 350,000 active;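 active = mean inhibition across replicates of 30% or more, whatever share of single replicates reach that level; inconclusive = mean inhibition below 30% while every single replicate reaches 30%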;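 note: absorbance from insulin aggregation driven by PDI reduction with DTT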
# Target sequence (P07237 whole entry, looked up): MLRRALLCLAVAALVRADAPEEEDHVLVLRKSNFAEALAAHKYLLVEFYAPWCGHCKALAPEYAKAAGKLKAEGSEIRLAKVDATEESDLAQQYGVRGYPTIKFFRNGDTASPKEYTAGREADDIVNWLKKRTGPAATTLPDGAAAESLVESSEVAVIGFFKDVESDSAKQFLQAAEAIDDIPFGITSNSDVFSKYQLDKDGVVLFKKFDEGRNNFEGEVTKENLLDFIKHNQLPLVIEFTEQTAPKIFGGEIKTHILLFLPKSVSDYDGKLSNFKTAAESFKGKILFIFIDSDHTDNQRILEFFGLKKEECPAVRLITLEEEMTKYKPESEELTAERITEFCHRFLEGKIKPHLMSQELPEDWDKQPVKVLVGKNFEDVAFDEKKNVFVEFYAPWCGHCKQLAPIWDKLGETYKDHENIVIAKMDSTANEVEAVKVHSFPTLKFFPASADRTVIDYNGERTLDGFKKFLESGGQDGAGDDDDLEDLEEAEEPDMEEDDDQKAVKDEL
# CF NFkB block = inhibitors of PAF-induced NF-kB signaling, primary screen, cell-based, GFP fluorescence, uHTS. KKLEB NF-kB-GFP reporter, GFP fluorescence overnight. inhibition, % at 5 µM. 0.86% of 360,000 active;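 active = at least 50% inhibition at 5 µM, scaled per plate between neutral and stimulator controls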;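 note: PAF is a Pseudomonas aeruginosa culture filtrate used as stimulus; plate controls were PAF-stimulated DMSO wells for no effect and unstimulated DMSO wells for full effect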
# NR2E3 ag-2 = NR2E3 agonists in two-hybrid cells, primary screen, cell-based, luminescence, CHO-S, Gal4-NCOR/VP16-NR2E3; 0.35% of 360,000 active; Photoreceptor-specific nuclear receptor (Homo sapiens), Q9Y5X4; luciferase; AID 602229, 2012; inhibition of corepressor binding, % at 3.98 µM;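 active = inhibition above the mean of all tested compounds plus 3 SD, cut at about 70% in these data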;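 note: 0% = DMSO with NR2E3 transfected cells and 100% = cells lacking NR2E3 construct; higher means lower luciferase signal from less NR2E3 corepressor binding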
# MITF TRPM1 inh = inhibitors of MITF-dependent TRPM1 promoter reporter, primary screen, cell-based, SK-MEL-5, single point, luciferase; SK-MEL-5 TRPM1 promoter luciferase, 24 h; inhibition, % at 12.5 µM; 0.83% of 330,000 active;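 active = mean inhibition across replicates of 60% or more, whatever share of single replicates reaches that level; inconclusive = some that reach 60%, reason not given; inactive = mean inhibition across replicates below 60%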; note: values of inactives mirror those of a sister screen read the other way
# HIF-2a inh = HIF-2a reporter inhibitors, primary screen, luminescence, 786-0 RCC cells; 786-0 RCC cells HIF-2a reporter, luciferase luminescence, overnight; AID 624352, 2012; inhibition, % at 18.8 µM; 0.72% of 360,000 active;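 active = inhibition of the luminescence signal of 40% or more relative to plate controls, in a single-dose primary screen at 18.75 µM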
# * = called active by the depositor; ? = inconclusive; · = not tested or not shown. Hits appear at their usual frequency; any-hit rate near 3.3%.
no.	structure	HIF-2a inh	CF NFkB block	PDI inh	CaV13 FRET inh	Shn3 inh set2	NR2E3 ag-2	Peg3 prom inh	Vif imaging	KKLEB cytotox	MITF TRPM1 inh	NR2E3 ag-1
1	Cc1ccc(OCc2cc(C(=O)NC3CCc4ccccc43)no2)cn1 (configuration not stated)	-19	2	4	-3	72	44	-17	-25	-5	7	·
2	CS(=O)(=O)Nc1cccc(C2=NN(C(=O)c3cccc([N+](=O)[O-])c3)C(c3cccs3)C2)c1 (configuration not stated)	14	-13	-8	-21	5	-12	24	2	1	2	-1
3	O=C(O)CCC(=O)Nc1ccc(OCC2CCCO2)cc1 (configuration not stated)	19	-14	0	-5	2	8	5	2	1	-2	3
4	O=C(N/N=C/c1cccnc1)c1ccc2c(c1)OCCO2	-143	1	8	-1	-35	-87	-117	-4	8	-42	1
5	CN1C(=O)CSc2ccc(NC(=O)N3CCC(N4CCCCC4)CC3)cc21	-3	2	11	-8	-32	-10	4	-3	-16	-16	4
6	Cc1csc(NC(=O)c2ccccc2[N+](=O)[O-])n1	0	2	6	-4	2	-2	-14	5	-5	-2	-1
7	Cn1cccc1C(=O)OCC(=O)N1c2ccccc2NC(=O)C1(C)C	12	8	-3	4	1	-21	10	-11	1	-1	-1
8	CCC1=NN(C(=O)Cc2ccccc2)C(O)(c2ccncc2)C1 (configuration not stated)	12	3	3	1	16	-4	3	-2	-6	31	0
9	Cc1cc(NC(=S)NC(=O)/C=C/c2ccc(S(=O)(=O)N3CCOCC3)cc2)ccc1Br	25	18	-10	-5	9	-8	31	-4	-29	15	1
10	COc1ccc(N=Nc2cc(C)c(O)c(CN3CCCCC3)c2)cc1	-2	-1	-6	-15	11	-3	-12	4	-1	-4	-1
11	CCOC(=O)CNC(=O)c1cccnc1	-9	17	-4	-2	3	-3	0	5	-7	2	2
12	C/C(=N\O)C(=O)OC1CC(C)CCC1C(C)C (configuration not stated)	17	8	0	-6	21	-2	12	2	2	-7	-1
13	O=C(CSCC(=O)N1CCCCC1)Nc1nc(-c2ccc(Cl)s2)cs1	-208	-13	·	-6	-28	-64	-264	-8	13	-15	2
14	Cc1cc(OCC(=O)NN2C(=O)c3ccccc3C2=O)ccc1Cl	18	-2	-4	-7	0	-26	4	2	2	9	1
15	CN(C)S(=O)(=O)N1CCc2ccc(NC(=O)c3ccc(C(F)(F)F)cc3)cc2C1	-120	-6	10	-6	8	-22	-105	-39	5	-8	3
16	CCc1nc(SCC(=O)NCc2ccco2)c2c3c(sc2n1)CCCC3	3	0	3	-4	-4	-14	-1	5	-6	11	3
17	CCN(CC)c1cc(C)c(C#N)c2nc3ccccc3n12	19	3	3	-45	9	-25	26	0	9	-1	3
18	O=C(COc1ccc2ccc(=O)oc2c1)N1CCN(c2ccccc2)CC1	4	4	-2	6	0	-7	23	-5	6	-2	3
19	Cc1cc(C)n(-c2ccc(C(=O)OCC(=O)Nc3ccccc3F)cc2)n1	-2	-29	5	-2	-2	-15	-5	15	5	2	·
20	CCS(=O)(=O)CCn1c([N+](=O)[O-])cnc1C	12	17	-1	-5	-8	13	5	1	14	12	0
21	COc1ccc(C(=O)N/C(=C\c2ccc(-c3cccc([N+](=O)[O-])c3)o2)C(=O)NCCCN2CCOCC2)cc1	-20	-42	12	-4	-21	-10	6	-4	-14	·	·
22	Cc1noc(C)c1CSc1ccc(Br)cc1	13	-12	11	-10	1	1	3	4	8	-7	0
23	O=C(CCNC(=O)c1ccc([N+](=O)[O-])cc1)Nc1cccc(S(=O)(=O)N2CCCCC2)c1	9	-6	4	-5	-4	-7	26	-11	-6	-4	-1
24	CC(Oc1cccc2cccnc12)C(=O)N/N=C/c1ccccc1 (configuration not stated)	2	8	-1	-1	8	-16	1	1	-1	-7	7

# Rewritten with values under each structure: part of the list above.
# Values in the order – HIF-2a inh | CF NFkB block | PDI inh | CaV13 FRET inh | Shn3 inh set2 | NR2E3 ag-2 | Peg3 prom inh | Vif imaging | KKLEB cytotox | MITF TRPM1 inh | NR2E3 ag-1
[23] O=C(CCNC(=O)c1ccc([N+](=O)[O-])cc1)Nc1cccc(S(=O)(=O)N2CCCCC2)c1
→ 9 | -6 | 4 | -5 | -4 | -7 | 26 | -11 | -6 | -4 | -1
[21] COc1ccc(C(=O)N/C(=C\c2ccc(-c3cccc([N+](=O)[O-])c3)o2)C(=O)NCCCN2CCOCC2)cc1
→ -20 | -42 | 12 | -4 | -21 | -10 | 6 | -4 | -14 | · | ·

# 5 records drawn at random from the list so far, as already listed:
no.	structure	HIF-2a inh	CF NFkB block	PDI inh	CaV13 FRET inh	Shn3 inh set2	NR2E3 ag-2	Peg3 prom inh	Vif imaging	KKLEB cytotox	MITF TRPM1 inh	NR2E3 ag-1
24	CC(Oc1cccc2cccnc12)C(=O)N/N=C/c1ccccc1 (configuration not stated)	2	8	-1	-1	8	-16	1	1	-1	-7	7
17	CCN(CC)c1cc(C)c(C#N)c2nc3ccccc3n12	19	3	3	-45	9	-25	26	0	9	-1	3
23	O=C(CCNC(=O)c1ccc([N+](=O)[O-])cc1)Nc1cccc(S(=O)(=O)N2CCCCC2)c1	9	-6	4	-5	-4	-7	26	-11	-6	-4	-1
19	Cc1cc(C)n(-c2ccc(C(=O)OCC(=O)Nc3ccccc3F)cc2)n1	-2	-29	5	-2	-2	-15	-5	15	5	2	·
20	CCS(=O)(=O)CCn1c([N+](=O)[O-])cnc1C	12	17	-1	-5	-8	13	5	1	14	12	0

# Back to the main list; the 3 compounds before the break are reprinted first.
no.	structure	HIF-2a inh	CF NFkB block	PDI inh	CaV13 FRET inh	Shn3 inh set2	NR2E3 ag-2	Peg3 prom inh	Vif imaging	KKLEB cytotox	MITF TRPM1 inh	NR2E3 ag-1
22	Cc1noc(C)c1CSc1ccc(Br)cc1	13	-12	11	-10	1	1	3	4	8	-7	0
23	O=C(CCNC(=O)c1ccc([N+](=O)[O-])cc1)Nc1cccc(S(=O)(=O)N2CCCCC2)c1	9	-6	4	-5	-4	-7	26	-11	-6	-4	-1
24	CC(Oc1cccc2cccnc12)C(=O)N/N=C/c1ccccc1 (configuration not stated)	2	8	-1	-1	8	-16	1	1	-1	-7	7
25	O=C(O)CC(c1ccc(Cl)cc1)N1Cc2ccccc2C1=O (configuration not stated)	6	-14	0	-7	-18	10	-8	2	13	-1	-1
26	O=C(O)CNS(=O)(=O)Cc1ccccc1	5	0	-3	-4	2	0	-4	5	-1	-6	7
27	COc1ccc(Oc2nc(C)nc3c2oc2ccccc23)cc1	-62	18	0	-4	17	-34	-14	-5	-8	24	-1
28	CC(C)CC(c1nnnn1C1CCCC1)N1CCN(C(=O)c2ccco2)CC1 (configuration not stated)	-5	-11	-8	-4	1	23	9	-2	6	-25	-2
29	O=C(Nc1ccc(F)cc1)C1(S(=O)(=O)c2ccc(Cl)cc2)CC1	13	0	7	-4	1	1	3	4	7	-2	-2
30	O=C(Nc1cnns1)Oc1ccccc1	7	-32	-12	-14	-2	-22	11	-5	13	·	·
31	CCOC(=O)C1=C(COC(=O)Cc2ccccc2)NC(=O)NC1C (configuration not stated)	8	-3	-4	-3	0	-7	0	5	3	-1	-5
32	COc1ccc(-n2c(SCC#N)nc3c(sc(=S)n3-c3ccccc3)c2=O)c(OC)c1	14	3	-5	-19	-5	-3	7	-6	-2	8	2
33	CC1CC(C)CN(c2ncc3c(n2)CC(c2ccccc2)CC3=O)C1 (configuration not stated)	10	-2	1	·	14	-2	-7	17	-10	-1	0
34	O=C1OC(Sc2ccccc2)(c2ccccc2)c2ccccc21 (configuration not stated)	10	-7	-4	-5	21	11	37	5	-26	2	·
35	CCc1ccc(-c2csc(NC(=O)C3CCCO3)c2C(=O)OC(C)C)cc1 (configuration not stated)	15	26	-3	-3	1	18	18	-10	-13	11	0
36	Cc1cc(Cl)ccc1OC(C)C(=O)NN1C(=O)c2ccccc2C1=O (configuration not stated)	16	1	-6	-3	-1	12	-9	4	4	1	3
37	Cc1noc(C)c1COc1ccc(C(=O)NCc2ccccn2)cc1	-2	-6	4	-4	10	-2	7	19	2	5	-1
38	O=C(Cc1cc(=O)oc2cc(O)ccc12)N[C@@H](Cc1c[nH]c2ccccc12)C(=O)O	18	-13	25	-2	7	-13	2	6	8	18	1
39	CN(Cc1ccccc1)C(=O)c1cc2cc(F)ccc2[nH]1	-121	-17	2	-6	-14	-2	-54	2	3	12	-1
40	Cc1c(N=C2N=C(NC(=O)NC(C)(C)C)c3ccccc32)c(=O)n(-c2ccccc2)n1C	7	16	-27	6	12	-3	21	10	-8	12	3
41	O=C(N/N=C/c1ccc(Br)cc1)c1ccc(F)cc1	-64	1	2	-4	2	-8	-63	-1	1	-6	3
42	O=C(Nc1ccc(NC(=O)c2cccs2)cc1)c1ccc2c(c1)OCO2	-3	14	6	-7	2	13	-2	11	-5	13	-2
43	COc1ccc(OC)c(N2C(=O)CCCC2=O)c1	-2	-10	-4	-1	3	-28	-25	-4	-5	-16	1
44	O=C(COC(=O)c1ccc(S(=O)(=O)N2CCCCCC2)cc1)NCc1ccc(Cl)cc1	10	5	-3	-2	-10	0	-9	1	-18	-1	2
45	Cc1ccc(C(=O)NC(=S)N2CCN(C)CC2)cc1	-5	-5	5	-4	18	-15	11	·	0	4	1
46	CCc1ccccc1NC(=O)CNC(=O)CNC(=O)Cc1ccccc1	6	-10	-5	-6	-22	-9	0	-3	6	-2	·
47	Nc1c(-c2nn[nH]n2)cnn1-c1cc(Cl)cc(Cl)c1	-7	-10	-10	-2	2	-22	2	?	18	-2	-1
48	CCCn1c(C(C)Nc2nc(-c3ccc(Cl)c([N+](=O)[O-])c3)cs2)nc2ccccc21 (configuration not stated)	10	4	-2	-4	15	-12	3	1	7	12	3
